Wnt act = Wnt/beta-catenin pathway activation | Wnt/beta-catenin reporter cell assay, activator, plate reader | activation, % at 9.35 µM | actives 1.2% (n = 300,000) | AID 743398; in the data active = activation above about 30%, passing the limit was not always enough;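 also: 0% = neutral control wells and 100% = positive control wells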
* marks the source's active call; other numbers are inactive results.

Wnt act | molecule
-6 | COc1cccc(CNc2nc(NCC3CC3)nc3ccsc23)c1OC
-2 | CC1(C(=O)NS(=O)(=O)c2cccc(OC(F)F)c2)CCN1C(=O)CCc1cccs1 (configuration not stated)
-4 | CC(=O)C1=C(C)N(Cc2ccc(Br)cc2)C(=S)NC1c1cccc(Cl)c1 (configuration not stated)
-2 | COc1cncc(-c2cnc3sc(NCCc4ccccn4)nn23)c1
-1 | CC(C)NC(=O)N(C)C[C@@H]1OCCCC[C@@H](C)Oc2ccc(NC(=O)Nc3ccc(F)cc3)cc2C(=O)N([C@H](C)CO)C[C@@H]1C
13 | Cc1ccc2nc(-c3ccc(Cl)cc3)c(Cc3ccccc3C(F)(F)F)n2c1
-4 | CN(Cc1ccc(Cl)cc1)C(c1cc2ccccc2o1)c1nnnn1C(C)(C)C (configuration not stated)
-5 | Cc1ccccc1-c1ccc2c(c1)[C@@H]1C[C@H]3[C@@H](CN1CC2)[C@H](C)OC(c1ccccc1)N3C (some centres not stated)
-3 | CCc1nc2c(OCc3ccc(Cl)cc3Cl)cccn2c1N(C)C(=O)c1ccccc1F
-1 | OC(c1ccc(CN2CCCCC2)cc1)c1ncc(-c2ccccc2F)[nH]1 (configuration not stated)
0 | CC(=O)NC(c1cccc(F)c1)c1nc(-c2cccc(C(=O)O)c2)cs1 (configuration not stated)
11 | Cc1ccc(-c2nc3ccccc3n2C(C)C(=O)NC(C)(C)C)cc1 (configuration not stated)
-9 | COc1ccccc1-c1cccc(-c2nc(C(=O)Nc3nccs3)cc3c2[C@H](CCO)N(C(C)=O)C3)c1
-4 | CC(=O)c1cccc(-c2ccnc3c2CC(C(=O)Nc2cccc(Oc4ccccc4)c2)O3)c1 (configuration not stated)
-1 | COC(=O)CCN(Cc1cccc(OC)c1OC)S(=O)(=O)c1ccccc1Br
0 | COC(=O)CC#C[C@H](C)[C@@H](NS(C)(=O)=O)C(C)(C)COCc1ccccc1
29 | O=C(Nc1ccc(Cl)cc1)c1csc([C@H]2C[C@H](O)[C@@H](CO)O2)n1
-3 | COC(=O)[C@]12CCCCC=C1N(Cc1ccc(Cl)cc1Cl)C(=O)[C@H](CC(=O)NCC13CC4CC(CC(C4)C1)C3)C2
-1 | OCc1ccccc1-c1ccc2nccn2c1
-1 | O=C(NCc1ccco1)Nc1nnc([C@H]2C[C@H](O)[C@@H](CO)O2)s1
-3 | O=C(O)CC1CC(O)CCC1=O (configuration not stated)
-1 | Cc1cccc(COC[C@H](CC(C)C)N2CCN(C(=O)c3ccc(C(F)(F)F)cc3)CCC2=O)c1
5 | CCNC(=O)C1CCCN(Cc2cc(-c3ccccc3)on2)CC1 (configuration not stated)
0 | Cn1cnc(S(=O)(=O)N2CCCC(c3cc(C(=O)Nc4ccc(F)c(Cl)c4)no3)C2)c1 (configuration not stated)
11 | CC(C(=O)NC(C)(C)C)n1c(-c2ccccc2)nc2ccccc21 (configuration not stated)

Some values from above.
CC(=O)C1=C(C)N(Cc2ccc(Br)cc2)C(=S)NC1c1cccc(Cl)c1 (configuration not stated) in Wnt act → -4
COC(=O)[C@]12CCCCC=C1N(Cc1ccc(Cl)cc1Cl)C(=O)[C@H](CC(=O)NCC13CC4CC(CC(C4)C1)C3)C2 in Wnt act → -3
O=C(NCc1ccco1)Nc1nnc([C@H]2C[C@H](O)[C@@H](CO)O2)s1 in Wnt act → -1

(next part)
Wnt act | molecule
3 | CCCC(=O)N1CCCC(c2cc(C(=O)NCc3ccccc3)no2)C1 (configuration not stated)
-1 | CC(C)NC(=O)OC1CC2CC1[C@H]1CCCCN1C2=O (some centres not stated)
1 | COC(=O)c1ccc(C(=O)Nc2nnc(-c3cccnc3)o2)cc1
-5 | O=C1NC[C@H](CCCCN2CCN(Cc3ccccc3)C(=O)C2=O)N(CCc2ccccc2)C1=O
-2 | CCc1nc2c(OCc3cccc(Cl)c3)cccn2c1N(C)C(C)=O
1 | CC1(C(=O)NS(=O)(=O)c2ccc(Cl)cc2)CCN1C(=O)Cc1cc(F)ccc1F (configuration not stated)
8 | C=CCn1c(=O)n(CC=C)c(=O)n(CC=C)c1=O
-9 | O=C(Nc1ccccc1)Nc1scc2c1c(=O)oc1ccccc12
-1 | CCc1nc2ccc(C(=O)N3CCNC(=O)C3)cn2c1N(C)CCC(C)C
-2 | COC(=O)CCN(Cc1ccc(OC)cc1OC)S(=O)(=O)c1ccccc1Br
4 | CCc1ccc(C=C2SC(=S)N(CCCC(=O)Nc3ccc(C(=O)O)cc3)C2=O)cc1
-1 | CCc1nc2ccc(C(=O)NC3CCN(Cc4ccccc4)CC3)cn2c1N(CC)CCOC
1 | Cc1ccsc1C(=O)N1CCC1(C)C(=O)Nc1ccc2c(c1)OCCO2 (configuration not stated)
-2 | O=C(Nc1ccc2c(c1)OCCO2)C(c1ccccc1F)n1c(=O)c(-c2ccco2)nc2ccccc21 (configuration not stated)
0 | CC1(Br)C(Sc2ccccc2[N+](=O)[O-])=Nc2ccccc21 (configuration not stated)
-1 | CCc1ccc2c(c1)NC(=O)C2(C)Cc1ccc(OC(F)(F)F)cc1 (configuration not stated)
-1 | O=C(Cn1cc(COC(=O)c2c3ccccc3cc3ccccc23)nn1)c1ccc(O)cc1
20 | CCOC(=O)c1cc(-c2cccc(O)c2)oc1C
-1 | COc1ccc(CNC(=O)c2cn(Cc3ccccc3OC)c(=O)s2)cc1
-3 | COc1ccc(NC(=O)C2c3ccccc3OCC(=O)N2CCc2ccccc2)cc1 (configuration not stated)
-1 | O=C(C(=O)N1CCC(CNS(=O)(=O)c2ccccc2OC(F)(F)F)CC1)c1cccs1
-2 | C[C@@H](NC(=O)[C@H]1O[C@@H](n2cnc3c(N)ncnc32)[C@H](O)[C@@H]1O)c1cccc2ccccc12
0 | CCCN(CCC)Cc1cc(=O)oc2cc(C)c(C)cc12
-2 | CC(C)CNC(=O)C1(C)CCCN1C(=O)c1cc2ccccc2s1 (configuration not stated)
-1 | Cc1ccc2nc3n(c(=O)c2c1)-c1ccccc1C(=O)NC3CC(C)C (configuration not stated)

(more compounds)
Wnt act | molecule
16 | CN(C)c1ccc(CC(=O)N2CCCC(c3cc(C(=O)Nc4ccccc4)no3)C2)cc1 (configuration not stated)
3 | COc1ccc(-c2ccc(C(=O)Nc3ccc4c(c3)OCO4)c3occc23)c(C)c1
-3 | CS(=O)(=O)Nc1cccc(NC(=O)C2Cc3c(-c4ccco4)ccnc3O2)c1 (configuration not stated)
-3 | N#CCc1ccc(OCCCN2CCC(C(O)(c3ccccc3)c3ccccc3)CC2)cc1
2 | COC(=O)C1=C(C)N(C)C(=NCc2cccc(C(F)(F)F)c2)NC1c1ccccc1C(F)(F)F (configuration not stated)
-1 | O=C(/C=C/[C@H]1O[C@@H](n2ccc(=O)[nH]c2=O)[C@H](O)[C@@H]1O)NCCN1CCCC1
8 | O=C(C[C@@H]1C=C[C@@H](NC(=O)Nc2cccc(F)c2)[C@@H](CO)O1)NCC1CCCCC1
-1 | CC(C)C[C@H]1CN([C@@H](CC(C)C)CN2CCC[C@H]2CN2C(=O)C(=O)NC[C@@H]2Cc2ccc(O)cc2)C(=O)C(=O)N1CC1CCCCCC1
-6 | O=C(NCc1ccc(Cl)c(Cl)c1)c1cc(C2CCCCN2C(=O)CCc2ccccc2)on1 (configuration not stated)
-1 | Cc1ccc(S(=O)(=O)N2C[C@H]3C(=O)C[C@@H](c4ccccc4)N(S(=O)(=O)c4ccc(C)cc4)[C@H]3C[C@H]2c2cccc3ccccc23)cc1
-1 | CCN1C(=O)N[C@H]2C[C@@H](c3ccccc3)[C@@H](C)[C@@H](C(=O)N3CCCC3)C[C@H]21
-1 | CC(CN1CCCCC1)NC(=O)c1scnc1-c1ccccc1 (configuration not stated)
-3 | COC(=O)C[C@H]1C=C[C@@H](NC(=O)Nc2cccc(OC)c2)[C@@H](CO)O1
-3 | C[C@@H]1OC(C2CCCCC2)N(C)[C@H]2C[C@H]3c4[nH]c5c(-c6ccccc6)cccc5c4CCN3C(=O)[C@@H]12 (some centres not stated)
-6 | Cc1nc(C(F)(F)F)ccc1C(=O)N1CCCC(C)(C(=O)O)C1 (configuration not stated)
-2 | CCOC1=C2CN(S(=O)(=O)c3ccc(C)cc3)[C@H](c3cccc4ccccc34)C[C@H]2[C@H]2C(=O)N(c3ccccc3)C(=O)[C@H]2C1
0 | C[C@H](CO)N1C[C@H](C)[C@@H](CN(C)C(=O)C2CC2)OCc2cn(nn2)CCCC1=O
-9 | COc1cccc(-c2cnc3c(NC=O)cc(-c4ccc(OC)cc4OC)cn23)c1
0 | CC(C)(C)OC(=O)N1CCc2onc(-c3ccccc3[N+](=O)[O-])c2C1=O
-1 | Nc1[nH]c(C(=O)c2ccc(Br)cc2)c(-c2ccc(Cl)cc2)c1C(=O)NCCc1c[nH]c2ccccc12
-6 | CCc1nc2c(OCCn3cccc3)cccn2c1N(C=O)Cc1ccccc1
-2 | O=C(C[n+]1ccc2ccccc2c1)c1ccc2ccc3ccccc3c2c1
-2 | CO[C@H]1CN(C)C(=O)c2ccc(NC(=O)c3ccc4c(c3)OCO4)cc2OC[C@H](C)N(CC2CC2)C[C@@H]1C
-2 | CC1(C(=O)NS(=O)(=O)c2cccc(C#N)c2)CCN1C(=O)c1ccccc1 (configuration not stated)
-1 | COc1cccc(CC(=O)N2CCN(C(=O)C(=O)c3ccc(OC)c(OC)c3)CC2)c1

Additional records.
Wnt act | molecule
-1 | CC12CCC3c4ccc(OCCCO)c([N+](=O)[O-])c4CCC3C1CCC2=O (configuration not stated)
-1 | CC(=O)N1CCOCC1c1cc(C(=O)Nc2ccccc2)no1 (configuration not stated)
-1 | Cc1ccccc1NC(=O)Nc1nc(C(N)c2ccccc2)cs1 (configuration not stated)
-1 | COC(=O)c1[nH]c2ccc(F)cc2c1NC(=O)CCN1CCN(C(=O)c2ccco2)CC1
-1 | O=C(NC(c1ccccc1)c1ccc2ccccc2n1)C1CCN(Cc2cccc(C(F)(F)F)c2)CC1 (configuration not stated)
-1 | CCCN(CCC)Cc1cc(=O)oc2cc(OC)ccc12
-4 | Cc1ccc(S(=O)(=O)N2C[C@H]3[C@H]4C(=O)N(c5ccccc5)C(=O)[C@H]4CC(=O)[C@H]3[C@@H]2c2ccccc2)cc1
-3 | O=C(N[C@@H](Cc1cccnc1)C(=O)N1CCC[C@H]1C(=O)NCCc1ccccc1Cl)c1ccco1
-3 | COC(=O)N1CCC2CC1c1c(Cl)cccc12 (configuration not stated)
-1 | CCOC(=O)[C@]12CCCC=C1N(Cc1cccc3ccccc13)C(=O)[C@H](CC(=O)N1CCCCC1)C2
-3 | CCOC(=O)C1(C)CCCN(C(=O)c2cc(C#N)cs2)C1 (configuration not stated)
-6 | CCOC(=O)Nc1ccc2c(CN3C(=O)NC(CC)(CC)C3=O)cc(=O)oc2c1
-3 | Cc1cccc(CN2CCN(C3CN(Cc4cn(Cc5cccc(Cl)c5)nn4)S(=O)(=O)C3)CC2)c1 (configuration not stated)
-3 | CN(C)c1cccc(Nc2ccc(-c3ccc(OC(F)(F)F)cc3)cn2)c1
-2 | C(=C\c1ccccc1)/CN1CCN(C(c2cccc3ccccc23)c2nnnn2-c2ccc3c(c2)OCCO3)CC1 (configuration not stated)
2 | Cc1noc(C)c1-c1ccc(C(=O)NCc2ccncc2)c2occc12
-1 | COCOc1cccc(CN2CCC2(C)C(=O)Nc2ccc3c(c2)OCO3)c1 (configuration not stated)
1 | OCC[C@@H]1C[C@H](O)[C@@H](O)[C@@]2(OCc3ccc(CO)cc32)O1
-1 | CCCNC(=O)C1(C)CCCN(C(=O)c2cccc(Cl)c2)C1 (configuration not stated)
-2 | CCOC(=O)C1=C[C@@H](C(C)(C)C)N(S(=O)(=O)c2ccc([N+](=O)[O-])cc2)[C@H]1c1ccccc1
-3 | CCN(CC)C(=O)c1cccc(-c2csc(C(C)(NC(C)=O)c3ccc(OC)cc3)n2)c1 (configuration not stated)
-2 | COc1ccc(Cl)cc1Cn1c(C)c(C(=O)NCc2ccc3c(c2)OCCO3)sc1=O
0 | CC(C)N1CCC1(C)C(=O)Nc1ccc2cn[nH]c2c1 (configuration not stated)
-4 | COC(=O)[C@]12C[C@H](CC(=O)NCC3CCCCC3)C(=O)N(Cc3ccccc3)C1=C[C@H](C(C)(C)C)O[C@@H]2C
-3 | Oc1ccc(F)c(CN2CCN(c3ncc(Cc4ccccc4)cn3)CC2)c1

Overlap with the part before: 4 compounds; new compounds follow.
Wnt act | molecule
-2 | COc1ccc(Cl)cc1Cn1c(C)c(C(=O)NCc2ccc3c(c2)OCCO3)sc1=O
0 | CC(C)N1CCC1(C)C(=O)Nc1ccc2cn[nH]c2c1 (configuration not stated)
-4 | COC(=O)[C@]12C[C@H](CC(=O)NCC3CCCCC3)C(=O)N(Cc3ccccc3)C1=C[C@H](C(C)(C)C)O[C@@H]2C
-3 | Oc1ccc(F)c(CN2CCN(c3ncc(Cc4ccccc4)cn3)CC2)c1
-1 | CC(C)(C)c1ccc2cc(F)cc(F)c2n1
-3 | COc1cc(OC)cc(C2=Cc3ccccc3C(CC(=O)c3ccco3)N2c2ccc(-c3cccnc3)cc2)c1 (configuration not stated)
-1 | OC(c1ccc(Cl)cc1)c1ncc(-c2cccc(C(F)(F)F)c2)[nH]1 (configuration not stated)
-4 | C=CCNc1cccc2c1S(=O)(=O)N[C@H](Cc1ccccc1)CO2
-1 | COc1ccc(-c2noc([C@@H]3O[C@H](CO)[C@H](O)[C@H](O)[C@H]3O)n2)cc1OC
-4 | COC(=O)C1=C(C)N(Cc2ccccc2C(F)(F)F)C(=NCc2ccc(C(F)(F)F)cc2)NC1c1cccc(F)c1 (configuration not stated)
1 | Cc1ccccc1C(=O)N[C@H](C(=O)N1CCC[C@H]1C(=O)NC1CCCC1)C1CCCCC1

Some of these compounds in order of the Wnt act value, falling.
Wnt act | molecule
-1 | CC(C)(C)c1ccc2cc(F)cc(F)c2n1
-3 | COc1cc(OC)cc(C2=Cc3ccccc3C(CC(=O)c3ccco3)N2c2ccc(-c3cccnc3)cc2)c1 (configuration not stated)
-4 | COC(=O)C1=C(C)N(Cc2ccccc2C(F)(F)F)C(=NCc2ccc(C(F)(F)F)cc2)NC1c1cccc(F)c1 (configuration not stated)

Compound activity (PubChem)

The list is partial; the hit share may differ from the screen's.
